# GLP1R inv ag: inverse agonists of human GLP-1 receptor; P43220; HEK293 GLP-1R CRE-luciferase, luminescence, 24 h; GLP-1R form is constitutively active; Potency, µM (top dose mostly 38.3 µM), inactives show top-dose activity change, negative = inhibition, actives largely listed as inhibitors; 410,000 compounds, 1.6% hits; AID 624417; further: potency means the concentration at half of the fitted maximal effect; on the % scale 0 is the no-effect control and ±100 the full control effect; nearly all actives have a fitted effect of over 55% in size
# Target sequence (P43220 whole entry, looked up): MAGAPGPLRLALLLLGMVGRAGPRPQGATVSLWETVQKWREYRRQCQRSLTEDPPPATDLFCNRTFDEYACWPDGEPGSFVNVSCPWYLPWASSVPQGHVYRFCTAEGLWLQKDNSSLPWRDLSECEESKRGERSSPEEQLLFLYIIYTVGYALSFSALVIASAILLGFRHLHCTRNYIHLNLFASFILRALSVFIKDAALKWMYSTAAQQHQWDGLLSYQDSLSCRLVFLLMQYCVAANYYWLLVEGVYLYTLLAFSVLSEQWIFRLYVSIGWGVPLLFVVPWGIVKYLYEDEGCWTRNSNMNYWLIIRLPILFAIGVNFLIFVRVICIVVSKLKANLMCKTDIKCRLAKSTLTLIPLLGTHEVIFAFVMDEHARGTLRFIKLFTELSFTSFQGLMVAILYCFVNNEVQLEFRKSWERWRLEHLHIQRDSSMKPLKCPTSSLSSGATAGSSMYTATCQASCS
#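 Stable HEK293 clone (constitutively active GLP-1R + cAMP-response luciferase); 200 cells/uL plated, 12 h pre-culture, compound 24 hr, 37 deg C/5% CO2; detection reagent 12 min RT; luminescence.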
# pAkt inh: Akt phosphorylation inhibition. Neuro2A IGF-stimulated pAkt S473 HTRF, 20 min; stronger effect = lower value. activity change, % for hits at 50 µM. 360,000 compounds, 0.32% hits; in the data active means activity change below about -80%; inconclusive means mostly about -51% to -80%; further: on the % scale 0 is the no-effect control and ±100 the full control effect
#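 Single-point screen (50 µM final compound) in Neuro2A cells stimulated 20 min with 6 nM IGF at 37 deg C. After lysis, Ser473-phosphorylated Akt read by HTRF (ex 330 nm, em 615/665 nm) as the 665/615 ratio.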
# FUS yeast rescue: suppressors of FUS proteinopathy in yeast. S. cerevisiae FUS-expressing, growth rescue, OD600, 24 h. Potency, µM (top dose mostly 76.6 µM), for the others: at the highest dose growth rescue (activation), usual class: activators. 390,000 compounds, 0.24% hits. AID 1347120;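 further: potency means the concentration at half of the fitted maximal effect; plate controls were DMSO vehicle for no effect and reference control for full effect; nearly all actives have a fitted effect of over 55% in size; some results filed as inactive show a strong effect at the top dose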
#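 Galactose (2%) drives FUS expression in yeast precultured in raffinose; seeding density OD 0.005. Test compounds incubated 24hr at 30C and 99% humidity before absorbance at 600 nm was measured.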
# GLP1R ag: agonists of human GLP-1 receptor | P43220 | HEK293 GLP-1R CRE-luciferase, luminescence, 4-6 h; cells express a hypersensitive GLP-1R form | 380,000 compounds, 0.007% hits | Potency, µM (top dose mostly 45.6 µM), inactives show at the highest dose activation, most hits filed as activators; further: potency means the concentration at half of the fitted maximal effect; % of control where 0% means no effect
# D3 antag: blocks the human D3 dopamine receptor | D3R cells, DiscoveRx beta-arrestin luminescence, antagonist mode; stronger effect = lower value | AID 652054 | P35462 | max response, negative = inhibition, % | 360,000 compounds, 2.5% hits; in the data active means max response below about -50%; inconclusive means no clear call, values can overlap the other calls; further: on the % scale 0 is the no-effect control and ±100 the full control effect; mostly tested at two doses, the higher about 12 µM
# Target sequence (P35462 whole entry, looked up): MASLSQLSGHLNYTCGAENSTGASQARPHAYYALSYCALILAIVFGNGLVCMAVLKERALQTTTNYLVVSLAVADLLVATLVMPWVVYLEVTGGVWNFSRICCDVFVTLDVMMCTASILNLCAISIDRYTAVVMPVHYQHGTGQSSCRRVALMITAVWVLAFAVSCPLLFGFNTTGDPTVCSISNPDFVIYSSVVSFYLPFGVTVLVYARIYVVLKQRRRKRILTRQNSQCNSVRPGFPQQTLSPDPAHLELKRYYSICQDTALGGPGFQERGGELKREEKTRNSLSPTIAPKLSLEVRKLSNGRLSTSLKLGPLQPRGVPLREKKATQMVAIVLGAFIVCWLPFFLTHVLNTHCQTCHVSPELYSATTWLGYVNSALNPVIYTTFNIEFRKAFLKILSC
#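 Cells plated overnight at 1500 cells/well, then exposed to library compounds with dopamine controls for 90 minutes at 37 degrees C. DiscoveRx reagent added for 30–60 minutes at room temperature; luminescence read, quantitative HTS format.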
# PTHR1 ag: activates the human parathyroid hormone receptor PTHR1. Potency, µM (top dose mostly 115 µM), for inactives: top-dose activation, usual class: activators. HEK293 GP2 PTHR1 cells, GloSensor cAMP luminescence, 1 h. 410,000 compounds, 0.075% hits; further: potency means the concentration at half of the fitted maximal effect; nearly all actives have a fitted effect of over 55% in size; some results filed as inactive show a strong effect at the top dose; inactives centre near -15; many of its hits are not listed in these tables
#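 HEK-293-derived GP2 cells expressing PTHR1 and a GloSensor cAMP reporter, 3,000/well, plated overnight, given luciferin plus IBMX (each 0.5 mM as added) for 1 h at 37 °C, then compound for 1 h at 37 °C. Luminescence was read after 15 min at room temperature.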
# TDP-43 yeast inh: rescues yeast growth from TDP-43 toxicity; 410,000 compounds, 1.8% hits; AID 652104; Potency, µM (titrated, usually from 46.1 µM), for inactives: top-dose growth rescue (activation), actives largely listed as activators; TDP-43 expressing yeast growth rescue, BacTiter-Glo, 24 h; further: potency means the concentration at half of the fitted maximal effect; % of control where 0% means no effect; nearly all actives have a fitted effect of over 50% in size
#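 Readout is BacTiter-Glo luminescence of cell growth, so inhibitors register as activators. TDP-43-expressing yeast at OD600=0.02 in galactose medium, after raffinose pregrowth to mid-log, were incubated with compound for 24 hr at 30 deg C.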
# aSyn rescue: inhibitors of alpha-synuclein toxicity in yeast | Yeast expressing alpha-synuclein, growth rescue, BacTiter-Glo, 24 h | 370,000 compounds, 0.14% hits | AID 652106 | Potency, µM (series often up to 46.1 µM), inactives show at the highest dose growth rescue (activation), hits mostly activators; further: potency means the concentration at half of the fitted maximal effect; % of control where 0% means no effect; nearly all actives have a fitted effect of over 65% in size
#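 Screening used galactose-induced yeast with toxic alpha-synuclein levels, exposed to compound for 24 hr at 30 deg C. Cell growth, read with BacTiter-Glo luminescence, gave the measured signal.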
# Abeta yeast res: A-beta toxicity reversal in yeast; yeast expressing A-beta42, growth rescue, OD600, 48 h; response scale: 0% DMSO, 100% iron-clioquinol control; 410,000 compounds, 0.063% hits; Potency, µM (series often up to 46.1 µM), for inactives: top-dose growth rescue, hits mostly activators; AID 1347071; further: potency means the concentration at half of the fitted maximal effect; nearly all actives have a fitted effect of over 55% in size
#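 Yeast growth medium received pinned compounds, then yeast cells expressing toxic A-beta were added; plates incubated at 30 C for 48 hr. Growth read as absorbance at 600 nm, normalized to DMSO and equimolar FeCl3 plus clioquinol controls.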
# Numbers without * were called inactive; i = inactive; ? = inconclusive; / = not tested or not shown; [ ] = remark or other dose. Unless noted, the call rests on the fitted dose curve; in most records, active means well fitted curve in the direction sought with a large enough effect; inconclusive means small, poorly fitted or top-dose-only effect, or another doubt; inactive means no such curve, though single readings can be large; an effect the other way counts as inactive or inconclusive. A portion of the library (hit frequency here may not be typical).
# Results follow in this order: GLP1R inv ag	pAkt inh	FUS yeast rescue	GLP1R ag	D3 antag	PTHR1 ag	TDP-43 yeast inh	aSyn rescue	Abeta yeast res
CC(=O)Nc1ccc(OC(=O)c2cc([N+](=O)[O-])ccc2Cl)cc1
    10%	i	/	0%	-16	-6%	22%	3%	12%
CCCCn1c(=O)[nH]c2nc3cc(NC(C)=O)ccc3nc2c1=O
    11%	i	-13%	0%	6	-7%	1%	1%	10%
COc1ccc(N(C(C)C(=O)N2CCC(Cc3ccccc3)CC2)S(C)(=O)=O)cc1 (configuration not stated)
    ?	i	11%	5%	1	-21%	?	-10%	14%
CC(C)CCn1nc(C(=O)OC(C)C(=O)NC(N)=O)c2ccccc2c1=O (configuration not stated)
    2%	i	26%	7%	16	i	13%	8%	-13%
Cc1cccc(C(=O)NCC(=O)N2CCN(c3ccc(Cl)cc3)CC2)c1
    ?	i	32%	-7%	-2	-66%[inhibitor]	14%	-11%	-1%
COCCN(CC(=O)Nc1cccc(C)c1C)C(=O)CN1C(=O)NC2(CCCCC2)C1=O
    8%	i	2%	-2%	-13	i	4%	0%	-12%
O=C1NC(=O)/C(=C\c2cn(CC(=O)N3CCOCC3)c3ccccc23)S1
    4%	i	1%	11%	-3	i	-12%	-7%	3%
CCn1c(C(=O)NCc2ccccn2)cc2sccc21
    7%	i	17%	11%	10	i	5%	1%	7%
CCOc1cccc(CN2CCC(Oc3ccc(C(=O)N4CCCC4)cc3)CC2)c1O
    -25%	i	-6%	6%	3	i	8%	6%	-2%
COC(=O)c1ccc(NC(=O)CSc2nncc3ccc(OC)c(OC)c23)cc1
    0%	i	/	1%	-15	-1%	-13%	-7%	-6%
CSc1nnc(-c2ccc(F)cc2)o1
    -1%	i	6%	2%	-16	-19%	-11%	3%	1%
CCc1cccc(OCC(=O)Nc2ccc(S(=O)(=O)Nc3ccccn3)cc2)c1
    0%	i	4%	-12%	18	-46%[inhibitor]	-2%	-9%	0%
COC(CN(C(=O)CCl)C(C(=O)NC1CCCCC1)c1ccccc1C)OC (configuration not stated)
    10µM*	i	9%	-10%	1	-57%[inhibitor]	5%	-3%	1%
Cc1ccc(NC(=O)C(C)N2C(=O)C3CC=C(Cl)CC3C2=O)cc1 (configuration not stated)
    1%	i	23%	-8%	0	-5%	14%	10%	-11%
Cc1nc2cc(NC(=O)COc3ccccc3C#N)ccc2n1-c1ccccc1
    ?	i	35%	13%	-11	-26%[57.5 µM]	-9%	-8%	-11%
Cc1ccc2c(c1)C(C)CC(C)(C)N2C(=O)CN1CCN(C)CC1 (configuration not stated)
    -26%	i	-11%	-2%	-93*	i	7%	-2%	-10%
C[C@H](NC(=O)OCc1ccccc1)c1nnc([C@H](C)NC(=O)OCc2ccccc2)o1
    9%	i	27%	-4%	-7	i	9%	-4%	-10%
CC(C)CNS(=O)(=O)c1ccc(CCC(=O)O)cc1
    3%	i	-5%	-13%	-6	i	-2%	-4%	-12%
Cc1cc(C(=O)Nc2sc3c(c2C#N)CCCCC3)cs1
    0%	i	14%	-9%	12	-18%[57.5 µM]	-8%	5%	1%
O=C(NC1CCCC1)C(c1ccccn1)N(C(=O)c1csnn1)C1CCCC1 (configuration not stated)
    6%	i	23%	1%	-7	-18%[57.5 µM]	14%	3%	1%
CN(C)/N=C/C=C1\CCC/C(=C/c2cccs2)C1=O
    31%[activator]	i	-12%	-5%	-2	i	2%	-1%	-12%
CC(C)Cc1cc(C(C)(C)C)ccc1OC(=S)N(C)C
    ?	i	10%	16%	18	-83%[inhibitor]	24%	2%	15%
CC(C)(C)N(Cc1cc2ccccc2[nH]c1=O)C(=O)C1CCCCC1
    17%	i	-1%	-1%	8	0%	10%	0%	15%
Cc1ccc(C(C)C)c(OCCNC(=O)c2cncc(Br)c2)c1
    10µM*	i	37%	-3%	-52*	-46%[inhibitor][57.5 µM]	19%	2%	?
CCOc1ccc(CCNC(=O)c2cn(C)c3ccc(S(=O)(=O)N4CCCCCC4)cc3c2=O)cc1OCC
    6%	/	14%	/	/	i	-8%	/	1%
O=C(CS(=O)(=O)Cc1ccccc1)Nc1ccc(S(=O)(=O)N2CCCCCC2)cc1
    ?	i	30%	0%	-10	-4%[57.5 µM]	7%	0%	13%
Oc1c(Cl)cc(Cl)cc1CNc1nccs1
    -21%	i	-6%	13%	-6	i	-16%[1.82 µM]	-12%	19%
N#CCCN(CCC#N)C(=O)c1ccc(Cl)cc1
    0%	i	6%	-10%	9	-4%[57.5 µM]	-15%	-9%	6%
OCCc1c[nH]c2ccccc12
    35%[activator]	i	-5%	-4%	-13	-6%	23%	-1%	-8%
CCOC(=O)NC(O)C(=O)c1ccc(F)cc1 (configuration not stated)
    11%	i	7%	-2%	-1	15%	19%	2%	8%
CNC(=S)N=Nc1c(O)[nH]c2ccccc12
    -3%	i	/	2%	?	i	2%	2%	-11%
CCn1c(CC(=O)Nc2ccccc2F)nnc1SCC(=O)NC1CCCCC1
    5%	i	28%	0%	1	i	0%	4%	-1%
CCc1ccc([C@@H]2C[C@H]3[C@@H](CN2S(=O)(=O)c2ccc(C)cc2)C(=O)C[C@@H](c2ccc(Cl)cc2)N3S(=O)(=O)c2ccc(C)cc2)cc1
    1%	i	25%	-3%	0	-3%	14%	-3%	-5%
Nc1nc2ccc(Cl)cc2o1
    7%	i	/	2%	7	i	7%	?	-2%
CCOc1ccc(NC(=O)CCC(=O)O)cc1
    0%	i	-9%	-9%	-3	i	5%	-1%	10%
CCNC(=O)CN(c1ccc(Cl)cc1)S(=O)(=O)c1ccccc1
    ?	i	-1%	-11%	-7	i	11µM*	-6%	-4%
COc1ccc2ccccc2c1C(O)c1nccn1C (configuration not stated)
    -11%	i	16%	-10%	14	-15%[57.5 µM]	29%	2%	-4%
C=Cn1cc[n+](CC(=O)c2ccc(-c3ccccc3)cc2)c1
    ?	i	14%	0%	0	i	24%	-19%	-13%
CC(=O)N1CCc2cc(Br)cc(S(=O)(=O)CCC(=O)N3CCN(c4ccc(F)cc4)CC3)c21
    30%[activator]	/	3%	1%	/	?	15%	/	-1%
CC(=O)N1CCN(c2ccccc2NC(=O)c2cccs2)CC1
    16%	i	-10%	-5%	18	-21%	14%	-7%	11%
Cc1cccc(NC(=O)C2CCCN(S(=O)(=O)c3ccc4c(c3)CCCC(=O)N4)C2)c1 (configuration not stated)
    7%	/	17%	-2%	/	-11%	9%	4%	-13%
Cc1ccc(C(=O)C[n+]2ccc(Cc3ccccc3)cc2)cc1
    -16%	i	11%	3%	-2	-14%	16%[9.22 µM]	10%	4%
CCOC(=O)c1ccc(NC(=O)C(C)N(c2ccc(OCC)cc2)S(C)(=O)=O)cc1 (configuration not stated)
    ?	/	32%	-1%	/	-11%	?	/	25%
O=[N+]([O-])c1ccc(O)c(/C=N/n2cnnc2)c1
    45%	i	-17%	-2%	-83*	-10%	-10%	-5%	-21%
CCOc1ccc(OCC)c(NC(=O)c2cnc3c(-c4ccccc4)c(C)nn3c2C)c1
    16%	/	10%	/	/	i	20%	/	-27%
O=C(NCC(=O)N(Cc1cccs1)C(C(=O)NC1CCCCC1)c1cccnc1)c1ccco1 (configuration not stated)
    4%	i	11%	-4%	2	i	0%	-7%	3%
O=C1NC[C@H](CCCCN2CCN(CC3CCCCC3)C(=O)C2=O)N(CCC2CCCCC2)C1=O
    22%	i	20%	1%	2	i	15%	2%	-6%
FC(F)(F)c1cccc(N2CCN(Cc3cccnc3)CC2)c1
    -2%	i	0%	3%	-74*	-9%	-2%	-2%	12%
O=c1cc(CSc2ccc(S(=O)(=O)N3CCCCC3)cn2)nc2sccn12
    11%	i	-8%	-14%	6	-17%[57.5 µM]	?	?	8%
Cc1ccc(C)c(-n2c3nc(=O)[nH]c(=O)c-3cc3cc([N+](=O)[O-])ccc32)c1
    ?	i	/	-9%	?	-92%[inhibitor]	-1%	-2%	-12%
Cc1cc(C)nc(Nc2nc(C)c3cc4c(cc3n2)OCO4)n1
    -5%	i	21%	-3%	-19	-4%[57.5 µM]	21%	-4%	-17%
CCCn1cnc2cc(NCc3cccc(OC)c3)ccc21
    0%	i	18%	2%	-3	i	-18%	0%	8%
COc1cc2c(cc1OC)CN(CC(=O)Nc1ccccc1C#N)CC2
    12%	i	3%	19%	22	0%	5%	2%	-4%
Cc1ccn(CC(=O)N2CCCC(N3CCN(c4cccc(C(F)(F)F)c4)CC3)C2)n1 (configuration not stated)
    -18%	i	-11%	-6%	21	i	8%	-1%	-4%
Cc1ccc(N2C(=O)CSC2c2cccs2)cc1 (configuration not stated)
    ?	i	-8%	-4%	-57*	i	-10%	2%	-8%
Cc1cc(-c2cccs2)c2c(N)c(C(=O)c3ccc4c(c3)OCO4)sc2n1
    -25%	i	/	-7%	-17	i	4%	-12%	2%
COc1ccc2[nH]cc(C(O)CN3CCC(C(N)=O)CC3)c2c1 (configuration not stated)
    -5%	i	7%	-11%	-20	i	-7%	-5%	6%
CN(CC(=O)Nc1ccc(F)cc1)C(=O)CNC(=O)C1CCCCC1
    15%	i	5%	0%	10	-37%[inhibitor]	7%	0%	-1%
O=C(Nc1ccc(Cl)cn1)c1ccccc1-c1ccccc1
    -5%	i	-31%	5%	1	-4%	14%	-3%	3%

# Screens (PubChem BioAssay)
